# ROC1-CUL1 inh: inhibitors of human ROC1-CUL1 ubiquitin ligase activity; P62877+Q13616; in vitro K48 di-Ub FRET, acceptor:donor ratio, 45 min; inhibition, % at 10 µM; 140,000 tested, 0.6% active; AID 1347404; in the data active = inhibition above about 25%
# Target sequence (P62877 whole entry, looked up): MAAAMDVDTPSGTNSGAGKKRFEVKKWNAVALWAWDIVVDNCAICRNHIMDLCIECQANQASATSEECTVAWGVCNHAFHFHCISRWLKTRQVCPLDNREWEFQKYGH
# Target sequence (Q13616 whole entry, looked up): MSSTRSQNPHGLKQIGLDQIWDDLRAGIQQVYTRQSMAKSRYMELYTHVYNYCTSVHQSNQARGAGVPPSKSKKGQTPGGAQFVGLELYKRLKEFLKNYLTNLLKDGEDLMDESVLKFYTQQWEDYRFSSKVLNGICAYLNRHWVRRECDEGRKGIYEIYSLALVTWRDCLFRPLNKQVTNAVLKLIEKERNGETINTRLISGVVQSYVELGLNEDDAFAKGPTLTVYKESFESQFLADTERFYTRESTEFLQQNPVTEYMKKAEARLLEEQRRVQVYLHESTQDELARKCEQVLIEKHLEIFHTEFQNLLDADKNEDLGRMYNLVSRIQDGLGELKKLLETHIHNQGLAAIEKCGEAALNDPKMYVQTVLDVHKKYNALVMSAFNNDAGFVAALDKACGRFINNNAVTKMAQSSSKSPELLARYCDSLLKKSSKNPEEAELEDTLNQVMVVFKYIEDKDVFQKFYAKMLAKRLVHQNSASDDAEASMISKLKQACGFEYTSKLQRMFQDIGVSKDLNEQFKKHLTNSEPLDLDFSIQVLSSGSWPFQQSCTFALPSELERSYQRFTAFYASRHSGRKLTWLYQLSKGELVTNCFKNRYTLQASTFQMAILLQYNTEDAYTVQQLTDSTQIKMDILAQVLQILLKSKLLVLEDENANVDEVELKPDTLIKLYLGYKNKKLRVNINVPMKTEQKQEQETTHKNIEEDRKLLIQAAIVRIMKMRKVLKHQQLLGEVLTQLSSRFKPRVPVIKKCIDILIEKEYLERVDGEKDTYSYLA
# * = called active by the depositor.
ROC1-CUL1 inh	Structure
8.1	Oc1[nH]c2ccccc2c1N=NC(=S)c1ccccc1
-2.7	CCn1c(C(=O)Nc2cc(Cl)ccc2C)cc2sc(Cl)cc21
-2.9	COc1ccc(N2CCN(CC(O)COc3ccc(C)cc3)CC2)cc1 (stereo not given)
-6.5	COc1ccc(CCNC(=O)c2ccc3c(Cl)c4c(nc3c2)CCCC4)cc1OC
-12.0	CC(=O)NS(=O)(=O)c1ccc(N=c2ssc3c2-c2ccc(C)cc2NC3(C)C)cc1
-3.2	O=[N+]([O-])c1ccccc1/C=N/Nc1nc(-c2ccccc2)cc(-c2ccccc2O)n1
-9.2	COc1ccc(CCNC(=O)CCC2(Cc3ccco3)CCC(=O)N2)cc1 (stereo not given)
-1.0	O=C(Nc1ccccc1NC(=O)C1CCCC1)C1CCCC1
-0.8	COc1ccc(Cl)cc1S(=O)(=O)N1CCN(Cc2cccc(F)c2)CC1
-5.4	CC(Oc1ccccc1)C(=O)NCc1ccccn1 (stereo not given)
-0.7	COc1ccc(OCCCn2c(C)nc3cc(C)c(C)cc32)cc1
2.8	COc1ccc(-c2cccc(NS(=O)(=O)c3ccc(NC(C)=O)cc3)c2)nn1
6.2	O=C(COc1ccccc1Cl)Nc1ccc(NC(=O)COc2ccccc2Cl)cc1
8.0	COc1ccc(CN2Cc3cc(C)ccc3OC(c3ccsc3)C2)c(OC)c1OC (stereo not given)
3.8	COC(=O)CN1C(c2ccccc2Cl)=Nc2ccc(Br)cc2C1c1ccccc1 (stereo not given)
3.3	CC(=O)OCCC1=C(C)C(C#N)c2nc3ccccc3n2C1=O (stereo not given)
3.0	O=C(Cc1nc2ccccc2[nH]1)N1CCCC1
5.3	Cc1noc(NS(=O)(=O)c2ccc(NC(=O)C34CC5CC(C3)CC(n3cnc(Br)n3)(C5)C4)cc2)c1C
1.1	CC1CCCCN1C(=O)Cn1c(=O)n(-c2ccc(Cl)cc2)c(=O)c2c3c(sc21)CCC3 (stereo not given)
-3.4	Cc1ccc(Nc2cccc3ccccc23)cc1

# 3 compounds out of the list above, arranged by the value under ROC1-CUL1 inh, highest first.
ROC1-CUL1 inh	Structure
3.3	CC(=O)OCCC1=C(C)C(C#N)c2nc3ccccc3n2C1=O (stereo not given)
2.8	COc1ccc(-c2cccc(NS(=O)(=O)c3ccc(NC(C)=O)cc3)c2)nn1
-5.4	CC(Oc1ccccc1)C(=O)NCc1ccccn1 (stereo not given)

# The list continues:
ROC1-CUL1 inh	Structure
-4.8	Cc1c(C#N)c(C23CC4CC(CC(C4)C2)C3)nc(C23CC4CC(CC(C4)C2)C3)c1C#N
10.9	Cc1sc2c(c1C)c(=O)nc1scc(C)n12
0.9	CCc1nn(CC(=O)Nc2ccc(C)cc2C)c(=O)c2cc3sccc3n12
-16.0	CCc1nn2c(=O)cc(COC(=O)c3cccc(NC(=O)c4cccs4)c3)nc2s1
-6.9	Cc1ccc(OC(C)C(=O)NC2CC2)c(C)c1 (stereo not given)
0.4	O=C(CN1CCN(c2ccccc2F)CC1)Nc1ccc(Cl)cc1Cl
-8.7	Cc1cn2c(=O)cc(COC(=O)c3ccc(NC(=O)C(C)Oc4ccccc4)cc3)nc2s1 (stereo not given)
0.4	Cc1ccn2c(Nc3ccc4c(c3)OCO4)c(-c3ccc(Cl)cc3)nc2c1
-6.5	COc1cc2c(=O)n(Cc3ccccc3Cl)c(=O)n(CC(=O)Nc3ccccc3)c2cc1OC
4.4	Nc1c(C=C2C=Nc3ccccc32)c(=O)nc2sc(COc3ccccc3)nn12
1.0	O=C1CN(C(=O)Cc2ccc(Cl)cc2)c2ccccc2N1
1.1	COc1ccc(-c2csc3ncnc(N4CCN(Cc5ccc6c(c5)OCO6)CC4)c23)cc1
-4.3	CCc1ccccc1N(C)C(=O)c1cc2c(s1)-c1c(C)cccc1OC2
0.3	CCOC(=O)C1=C(C)OC(=N)C(C#N)C1c1ccc2c(c1)OCO2 (stereo not given)
0.4	COCCCNC(=O)c1cc2c(=O)oc3ccc(C)cc3c2s1
-6.6	N#CSCC(=O)n1c2ccccc2c2ccccc21
-17.1	Cc1nnc(NC(=O)CSc2nccn2Cc2ccc(Cl)cc2)s1
-0.6	Cc1cccc(C(=O)N2CCN(C)CC2)c1
-5.8	CC(C)Oc1ccc(C2c3c(n[nH]c3C(C)(C)C)OC(=N)C2C#N)cc1 (stereo not given)
-4.9	Cc1ccc(C(=O)NC2CCCc3ccccc32)cc1C (stereo not given)
1.1	CCOc1ccc(CNn2cnnc2)cc1
-9.8	Cn1cccc1C(=O)N1CCCC(Cn2cc(CO)nn2)C1 (stereo not given)
5.5	CC1(C)C(C(=O)O)=C1c1ccccc1
-3.4	CC(C)OCCCNC(=O)CN1C(=O)c2ccccc2Sc2ncccc21
10.1	c1cncc(Cn2ncc3[nH]c(-c4cn[nH]c4C4CCCCC4)nc32)c1
7.7	COc1ccc(OC)c(-c2[nH]nc3c2C(c2ccc(OCc4ccc(Cl)c(Cl)c4)c(OC)c2)C(C#N)C(=N)O3)c1 (stereo not given)
5.5	Cc1cccc(NC(=O)C2CCCCC2)c1C
-0.7	Cc1ccc(S(=O)(=O)N2CCc3cc(C(=O)NCCc4ccccc4)ccc32)cc1
-5.8	Cc1ccn2c(-c3nnc(SCC(=O)c4ccccc4)o3)c(C)nc2c1
3.0	CC(NC(=O)C1CCCC1)C1CC2CCC1C2 (stereo not given)
-1.0	CC1Cc2cc(C(=O)NCC3CCCO3)ccc2N1S(C)(=O)=O (stereo not given)
5.3	CCOc1ccc(-c2cc(C(=O)N(C)Cc3c(C)nn(C)c3C)c3cc(Br)ccc3n2)cc1
-1.4	CC(C)C(=O)N1CCN(C(=O)c2ccco2)CC1
0.6	COc1ccc(CCN(CC2CCN(C)CC2)C(=O)c2ccnn2C)cc1
4.5	Cc1cccc(C(=O)Nc2nnc(SCc3ccc(Cl)cc3)s2)c1
2.2	Cc1c(C(C)NC(=O)c2ccnn2C)cnn1-c1ccccn1 (stereo not given)
-3.0	CCN(CC)c1ccc(NC(=O)c2cc(C)nc3c2c(C)nn3-c2ccc(C)cc2)c(C)c1
-8.2	Cc1cc(C)c(NC(=O)C2CCN(S(=O)(=O)c3c(C)noc3/C=C/c3ccccc3F)CC2)c(C)c1
6.3	CSc1ncccc1C(=O)N1CCCC(CCC(=O)NCc2ccc(C)o2)C1 (stereo not given)
-0.6	CCN(CC)CCn1c2ccc([N+](=O)[O-])cc2c2cc([N+](=O)[O-])ccc21

# 2 of the compounds above, tab-delimited.
structure	ROC1-CUL1 inh
CSc1ncccc1C(=O)N1CCCC(CCC(=O)NCc2ccc(C)o2)C1 (stereo not given)	6.3
CCN(CC)CCn1c2ccc([N+](=O)[O-])cc2c2cc([N+](=O)[O-])ccc21	-0.6

# (continued)
ROC1-CUL1 inh	Structure
-10.2	COc1ccccc1C(=O)NC(=S)Nc1ccc2oc(-c3ccccc3)nc2c1
2.3	Cc1ccc(-n2c(=O)c3ccc(C(=O)NCc4ccccc4Cl)cc3n(CC(=O)Nc3ccc(C)cc3C)c2=O)cc1
-11.2	CCN1CCCn2c1nc1c2c(=O)n(Cc2ccc(F)cc2)c(=O)n1C
2.6	Cc1ccc(C)c(S(=O)(=O)NCCOc2nc(NC(C)C)nc(NC(C)C)n2)c1
9.5	O=C(NCc1cccnc1)C1CCCC1
4.9	Cc1nc2scc(C)n2c(=O)c1S(=O)(=O)Nc1ccc(N2CCOCC2)c(Cl)c1
2.2	OC1(c2ccccc2)C2C3C4C5C(C2C35Br)C41Br (stereo not given)
0.5	O=C1/C(=C/c2cccs2)CN(C(=O)OCc2ccccc2)C/C1=C\c1cccs1
-3.6	CCOc1c(I)cc(C(N)=O)cc1OCc1ccccc1
12.0	N=C1/C(=C/c2ccc(-c3ccc(C(=O)O)cc3)o2)C(=O)N=C2SC(C(F)(F)F)=NN12
-7.8	Cc1ccn(CC(=O)N2CC[C@@H](N3CCN(c4ccccc4F)CC3)[C@H](O)C2)n1
-11.6	c1cnc(N2CCC(C3CCN(c4nccc5occc45)C3)CC2)nc1 (stereo not given)
3.8	CC1(C)Cc2c(sc3nc(SCC(=O)O)[nH]c(=O)c23)CO1
3.8	COc1ccccc1N1CCN(S(=O)(=O)c2ccc3[nH]c4c(c3c2)CCCC4)CC1
9.0	O=c1[nH]c(Br)cc2ccccc12
-12.1	N#Cc1cnn(-c2ccccc2)c1N=CN1CCCCC1
6.3	O=S(=O)(Cc1ccc(Cl)c(Cl)c1)N1CCOCC1
1.2	CC(C)NC(=O)C1CCN(C2CCN(C(=O)Cn3nc4ccccc4n3)CC2)CC1
6.1	COc1ccc(CN2C(=O)C3CCCCC3C2=O)cc1 (stereo not given)
-0.3	CCn1c(CN2CCC(C)CC2)nc2cc(NC(=O)c3cccc([N+](=O)[O-])c3)ccc21

# Entries above that contain a furan ring, fused or not:
ROC1-CUL1 inh	Structure
-9.2	COc1ccc(CCNC(=O)CCC2(Cc3ccco3)CCC(=O)N2)cc1 (stereo not given)
-1.4	CC(C)C(=O)N1CCN(C(=O)c2ccco2)CC1
6.3	CSc1ncccc1C(=O)N1CCCC(CCC(=O)NCc2ccc(C)o2)C1 (stereo not given)
12.0	N=C1/C(=C/c2ccc(-c3ccc(C(=O)O)cc3)o2)C(=O)N=C2SC(C(F)(F)F)=NN12
-11.6	c1cnc(N2CCC(C3CCN(c4nccc5occc45)C3)CC2)nc1 (stereo not given)

# Additional structures.
ROC1-CUL1 inh	Structure
5.0	Cc1ccc2c(c1)-c1onc(C(=O)N(C)c3ccc(F)cc3)c1CO2
-1.8	O=C(COc1ccc(Cl)cc1)NNC(=O)c1ccc(C(=O)NNC(=O)COc2ccc(Cl)cc2)cc1
-6.1	CCOc1ccccc1NC(=O)N1CCC2(CC1)Oc1ccccc1C(=O)N2Cc1ccccc1F
11.5	C/C(=N\NS(=O)(=O)c1ccc(C)cc1)c1ccc(OC(=O)c2ccc(Br)o2)cc1
-4.0	COc1ccc(C(=O)/C(=C2/OCCS2)n2cncn2)cc1
5.2	CCc1nc(NC(=O)NCc2nc(-c3cccs3)oc2C)nn1C
-2.5	C=C(C)Cn1c(=O)c2c(nc3n(C4CCCCC4)c(C)cn23)n(C)c1=O
-2.3	CN(C)c1ncccc1CNC(=O)c1cnccn1
-8.1	CCC(=O)NNC(=O)c1ccc(Cl)cc1Cl
-1.1	Cc1ccccc1C(=O)NC(NC(C)(C)C)C(Cl)(Cl)Cl (stereo not given)
6.8	CCCC1(C2CCN(C(=O)C3=CC(=O)CC(C)(C)O3)CC2)NC(=O)N(CCc2ccccn2)C1=O (stereo not given)
4.9	O=C(c1csnn1)N1CCc2[nH]nc(-c3ccccc3)c2C1
5.8	COc1cc(NS(=O)(=O)c2ccc(NC(=O)c3ccc(Br)s3)cc2)nc(OC)n1
9.6	c1ccc(-c2noc3c2CN(Cc2ccco2)CC3)cc1
-6.8	O=C1CS(=O)(=O)C2(C(=O)N(Cc3ccc(F)cc3)c3ccccc32)N1c1cccc(C(F)(F)F)c1 (stereo not given)
-3.9	CCc1nnc2c(N3CCN(c4cc(Cl)ccc4C)CC3)nc3ccccc3n12
-15.6	CC(C)CCOc1ccc(/C(CCC/C(=N\O)c2ccc(OCCC(C)C)cc2)=N\O)cc1
-10.6	CC1CS(=O)(=O)C2CCC(Cl)CC12 (stereo not given)
-3.6	COc1cc(NC(=O)c2cc(-c3ccc(Cl)s3)nc3ccccc23)c(OC)cc1Cl
-17.9	CC(=O)Nc1ccc(F)c(Cl)c1
0.5	COc1ccc2c(CNCCc3cccs3)c(C(=O)O)n(Cc3ccc(F)cc3Cl)c2c1
7.1	CCn1c(=O)c2c(nc3n2CC(C)=NN3)n(C)c1=O
1.6	Cc1ccc(CN(Cc2ccco2)C(=O)c2oc3cc(Br)ccc3c2C)cc1
8.9	COCCNC(=O)CCC1CCN(C(=O)Nc2ccc(OC)cc2C)CC1
-1.8	O=c1oc(=O)n(Cc2ccc(Cl)c(Cl)c2)c2ccccc12
-2.4	COc1cc(OC)cc(C2C3=C(CCCC3=O)OC(=N)C2C#N)c1 (stereo not given)
-10.0	Cc1ccc(C(=O)Nc2scc(-c3ccc(Cl)cc3Cl)c2C#N)s1
-12.5	c1ccc(Nc2cc(-c3ccccc3)on2)cc1
4.6	CCOC(=O)c1c(-c2ccccc2)csc1NC(=O)COc1ccc(Cl)cc1
11.3	CC1(C)C(=O)C2(C(=O)N(CC#N)CC#N)CCC1C2 (stereo not given)
3.0	CN1CCC(OC(=O)c2ccc(Br)cc2)CC1
-12.9	COc1ccc(-c2nc(-c3ccc(Cl)cc3)cs2)cc1OC
0.4	CCSc1nnc(NC(=O)c2sc3cc(C)ccc3c2Cl)s1
-10.8	CNC(=O)C1CCC(Cn2c(=O)c3sccc3n(Cc3ccc(F)cc3)c2=O)CC1 (stereo not given)
-7.9	COc1ccc(CN2CCNC(=O)C2)cc1OCC(O)CN(C)Cc1ccccc1 (stereo not given)
-4.0	CCC(=O)C1CCCN(C(=O)c2cccc(OC3CCN(S(C)(=O)=O)CC3)c2)C1 (stereo not given)
6.0	Cc1cc(Sc2ccc([N+](=O)[O-])cn2)ccc1Br
2.1	COc1cc(C2c3c(-c4c(C)cc(C)cc4O)n[nH]c3C(=O)N2Cc2ccco2)cc(OC)c1OC (stereo not given)
-3.0	O=C1C/C(=N\Nc2nc(-c3cccc(O)c3)cs2)c2ccccc21
-7.3	CCCS(=O)(=O)c1c(S(=O)(=O)CCC)c2cc(-c3ccncc3)ccn2c1C(=O)c1ccccc1
2.9	C=CCn1c(O)c(N=NC(=O)c2ccc(C)nc2)c2ccccc21
4.9	CSc1ccc(/C=C2/C(=O)N(c3ccc(C)c(C)c3)C(=S)N2C)cc1
-4.5	COc1ccc(NC(=O)C2CCCCC2)cc1OC
3.2	O=C(CCNS(=O)(=O)c1ccc2c(c1)CCCC(=O)N2)Nc1cccc(Cl)c1
0.3	COCCn1cc(C(=O)NCC2(c3ccccc3)CCCC2)c(=O)c(C(=O)N2CCCCC2CO)c1 (stereo not given)
-3.2	CCCCn1c(-c2ccccc2)nc(=S)c2c1CCCC2
1.9	O=[N+]([O-])CC(c1ccc2c(c1)OCO2)c1c(-c2ccc(Cl)cc2)[nH]c2ccccc12 (stereo not given)
9.9	Cc1ccc(-n2c(-c3cc(C)nn3C)n[nH]c2=S)cc1
3.1	CCOC(=O)c1cc2c(=O)n3ccccc3nc2n(CC2CCCO2)c1=NC(=O)c1cccc(C(F)(F)F)c1 (stereo not given)
4.7	CCCC(=O)N1CCN(Cc2c(Cl)cccc2Cl)CC1

# Not all compounds are listed; count on the stated rates, not on these rows.
